# Source: PubChem
# RBX1-CUL1 inh = inhibitors of human ROC1-CUL1 ubiquitin ligase activity; inhibition, % at 10 µM; hit rate 0.6% among 140,000; E3 ubiquitin-protein ligase RBX1 (Homo sapiens) + Cullin-1 (Homo sapiens), P62877+Q13616; in vitro K48 di-Ub FRET, acceptor:donor ratio, 45 min; AID 1347404, 2020; in the data active = inhibition above about 25%
# Target sequence (P62877 whole entry, looked up): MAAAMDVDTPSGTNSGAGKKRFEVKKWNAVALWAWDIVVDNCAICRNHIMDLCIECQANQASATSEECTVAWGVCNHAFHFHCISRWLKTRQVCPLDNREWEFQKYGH
# Target sequence (Q13616 whole entry, looked up): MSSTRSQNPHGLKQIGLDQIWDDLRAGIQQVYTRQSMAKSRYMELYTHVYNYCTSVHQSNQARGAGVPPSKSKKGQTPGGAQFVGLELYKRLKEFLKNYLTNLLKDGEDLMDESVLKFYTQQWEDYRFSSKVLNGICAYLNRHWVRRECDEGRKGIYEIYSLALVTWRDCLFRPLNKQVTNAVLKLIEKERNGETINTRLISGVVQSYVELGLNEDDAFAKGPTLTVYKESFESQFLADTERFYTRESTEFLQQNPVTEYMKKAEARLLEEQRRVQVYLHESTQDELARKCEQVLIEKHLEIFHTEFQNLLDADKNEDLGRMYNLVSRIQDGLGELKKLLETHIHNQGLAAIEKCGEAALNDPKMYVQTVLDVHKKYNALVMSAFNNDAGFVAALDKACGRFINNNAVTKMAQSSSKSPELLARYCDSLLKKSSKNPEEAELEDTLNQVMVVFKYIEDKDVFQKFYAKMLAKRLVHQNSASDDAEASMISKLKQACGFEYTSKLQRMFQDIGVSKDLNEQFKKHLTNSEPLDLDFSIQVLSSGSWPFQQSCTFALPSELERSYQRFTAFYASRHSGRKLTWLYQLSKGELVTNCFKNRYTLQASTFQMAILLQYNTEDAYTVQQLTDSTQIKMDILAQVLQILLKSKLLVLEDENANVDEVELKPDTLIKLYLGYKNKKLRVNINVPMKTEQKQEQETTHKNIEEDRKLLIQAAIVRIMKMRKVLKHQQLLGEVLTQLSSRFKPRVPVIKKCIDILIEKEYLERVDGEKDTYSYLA
# * hit, by the source's call. These rows are one share of the data; the hit share may differ from the screen's.
RBX1-CUL1 inh | SMILES
2 | COc1ccc(-c2cc(-c3ccccc3)nc3c2COc2ccc(F)cc2-3)cc1
-1 | Cc1ccc(NS(=O)(=O)c2ccc3nc(-c4ccccc4)[nH]c3c2)c(Br)c1
0 | COCCN1CCN(C(=O)CC2C(=O)NCCN2Cc2ccc(OC)c(OC)c2)CC1 (configuration not stated)
2 | CC1(C2CCN(C(=O)c3csc4c3CCCC4)CC2)NC(=O)N(C2Cc3ccccc3C2)C1=O (configuration not stated)
-2 | CC(=O)C1C(=O)c2cccc3c2N(CCC3)C1=O (configuration not stated)
-4 | O=C(CSCc1ccc(Cl)cc1)N/N=C/c1ccccc1
-2 | Fc1ccccc1-c1nc(N2CCN(Cc3ccccc3)CC2)c2ccccc2n1
-4 | COc1ccc(N2CCN(C(=S)NC3CCCC3)CC2)cc1
-3 | O=C1OC(c2ccccc2)=C(C(=O)c2ccccc2)C1=C(c1ccccc1)c1ccccc1
1 | CCCC(=O)NCC(C)NC(=O)CCC (configuration not stated)
5 | CSc1nn(-c2cc(Oc3ccccc3C)ncn2)c(N)c1C#N
1 | Cc1cccc(N2CCN(C(=O)c3c(C)oc4ncnc(N5CCCCC5)c34)CC2)c1C
-5 | COCCN1C(=O)NC(Cc2cccc(F)c2)(C2CCN(C(=O)c3cccc(Cl)c3)CC2)C1=O (configuration not stated)
-1 | O=C(NC(=O)C(F)(F)F)Nc1ccc(I)cc1
-9 | CC1C2CCC1(c1ccccc1)C(=O)O2 (configuration not stated)
-4 | COc1ccc(CNC(=O)CN(c2ccc(C)cc2)S(=O)(=O)c2c(C)noc2C)cc1
-3 | CCN(CC)C(=O)C1C=C(c2ccccc2)C=CN=C1N(CC)CC (configuration not stated)
-1 | CCOC(=O)c1c(NC(=O)CSc2nnc(-c3ccc(Cl)cc3)o2)sc2c1CCC2
-2 | CCOC(=O)c1c(CN2CCCCC2)n(-c2ccccc2)c2cc(Br)c(O)c(CN3CCOCC3)c12
3 | CCn1ccn2nnnc2c1=Nc1ccccc1
4 | COCCNC(=O)CCSc1nc(-c2ccc(OC)cc2)cc(C(F)(F)F)n1
23 | CC(=O)O/C(C=C(C#N)C#N)=C\C=C\N(C(C)=O)c1ccccc1
4 | COc1cc(CN2CCC(c3nc(-c4ccncc4)ncc3-c3cccc(C)c3)CC2)cc(OC)c1
-5 | CCOC(=O)C1CCCN(C(=O)CC2(c3ccccc3Cl)CC(=O)N(C3CCCC3)C2=O)C1 (configuration not stated)
-5 | CC(=O)N(c1ccc2oc3c(c2c1)CCCC3)S(=O)(=O)c1ccc(C)cc1
8 | Cc1ccc(S(=O)(=O)N2CC=CCC2)cc1
7 | CC(=O)N1c2ccc(S(=O)(=O)NCCc3cccc(C)c3)cc2CC1C (configuration not stated)
-2 | COC(=O)Nc1ccc(S(=O)(=O)SC)cc1
4 | CC(=O)Nc1ccc2nc(-c3ccc(C#N)cc3)cn2c1
-2 | CCOC(=O)c1cnn(-c2nc3c(C)cccc3s2)c1N
6 | CCn1cc(C(=O)O)c(=O)c2cc(F)c(N3CCN(S(=O)(=O)c4ccc(Br)cc4)CC3)cc21
0 | CN1CCCC2(CCN(C/C=C/c3ccc(F)cc3)C2)C1=O (configuration not stated)
7 | COC(=O)c1c(C)oc2ccc(N(C(=O)Oc3ccccc3)S(=O)(=O)c3ccc(C(C)(C)C)cc3)cc12
2 | Cc1nn(C(C)C(=O)NCc2cccc(F)c2)c(=O)c2c1sc1ccccc12 (configuration not stated)
-2 | Brc1ccc(-c2nnn(CN3CCCCC3)n2)cc1
-3 | O=C(CSc1nc2ccccc2c(=O)n1-c1ccccc1)N1CCN(c2cccc(Cl)c2)CC1
0 | CCOc1c(CNCCSc2nnnn2C)cccc1OC
4 | COc1cccc(C(=O)NC(C)c2ccc3c(c2)OCCO3)c1 (configuration not stated)
1 | CC1CC(OCC(O)CN2CCN(c3cccc(Cl)c3)CC2)CC(C)(C)C1 (configuration not stated)
-2 | CCCCC1CCC(C(=O)N(Cc2ccc(OC)cc2)C2CCS(=O)(=O)C2)CC1 (configuration not stated)
7 | Clc1cc(Cl)c(Cl)c(-c2nc3ccccc3[nH]2)c1
4 | Cc1ccc(CSc2nc3cccnc3n2Cc2ccc(C(=O)NCCc3ccccc3)cc2)cc1
4 | COc1ccc(-c2nc3c(C#N)c[nH]n3c2NC2CCCCC2)cc1
-1 | Cc1ccc(NC(=O)Cn2c(=O)n(CCC(=O)N3CCc4ccccc4C3)c(=O)c3ccccc32)cc1
1 | Cc1cccc(C)c1NC(=O)c1ccc(CN2CCc3ccccc3C2)cc1
-5 | COc1ccc(-c2cccc(-c3ccn(CC(N)=O)n3)c2)cc1F
5 | CCC(Oc1ccccc1OC)C(=O)N1CCN(c2ccc(OC)cc2)CC1 (configuration not stated)
6 | CCCCCSc1nc2sc3c(c2c(=O)n1-c1ccc(OC)cc1)CCN(C(C)=O)C3
-4 | COC(=O)c1c(NC(=O)COc2ccccc2)sc(C)c1-c1ccc(C)c(C)c1
8 | COc1cc(CNCCCn2ccnc2)ccc1OCC(O)CN1CCSCC1 (configuration not stated)

# Continuation.
RBX1-CUL1 inh | SMILES
-5 | Cc1ccc(/C=C2\N=C(c3ccc(C)c([N+](=O)[O-])c3)OC2=O)o1
14 | COc1cc(C(=S)N2CCC(C)CC2)ccc1OC(=O)c1cccc2ccccc12
2 | COC(=O)[C@]1(C)C[C@H](C(=O)N2CCCCO2)[C@H](c2ccccc2C)N1C
-6 | CCN=C1SC(CC(=O)Nc2ccc(N3CCOCC3)cc2)C(=O)N1CC (configuration not stated)
3 | O=C(CSc1nc2ccsc2c(=O)n1Cc1ccccc1Cl)NCc1ccc(Cl)cc1
2 | COc1cc(C(=O)Nc2sc3c(c2C(=O)O)CCC(C)C3)cc(OC)c1OC (configuration not stated)
1 | O=C(CC1=NCC2c3ccccc3CCN2C1=O)c1ccccc1 (configuration not stated)
-6 | COc1ccc(-c2cnc(C)o2)cc1S(=O)(=O)Nc1ccc(C)c(N(C)C)c1
1 | O=C(CN1C(=O)NC(c2ccccc2)(c2ccccc2)C1=O)NCCNCCO
1 | Cc1ccccc1C(=O)Nc1ccc2nc(N3CCCCC3)cc(C)c2c1
0 | O=C(NC1CCCCC1)c1c(NC(=O)C2CCCO2)sc2c1CCC2 (configuration not stated)
-4 | O=C(OCC1CCCO1)c1ccc2c(c1)N(Cc1c(F)cccc1Cl)C(=O)c1ccccc1S2(=O)=O (configuration not stated)
1 | Cc1cc(NC(=O)c2ccccc2Cl)ccc1NC(=O)c1ccccc1
2 | COc1ccccc1NC(=O)CSc1nnc(-c2cc3c(C)nn(-c4ccccc4)c3s2)n1C
4 | COC(=O)c1ccccc1SCCC(=O)c1ccccc1
-10 | O=C1CC(c2cccc(O)c2)c2cc3c(cc2N1)OCCO3 (configuration not stated)
8 | Cc1ccc(C)n1-c1cccc2cccnc12
9 | Cn1c(=O)c(=O)n(C)c2cc(S(=O)(=O)N3CCN(c4ccccc4)CC3)ccc21
3 | Cc1c(Cl)cccc1-c1ccc(CNCCSc2nnnn2-c2ccccc2)o1
0 | Cc1ccnn1CCC(=O)N1CCOC(CCc2ccccc2)C1 (configuration not stated)

# Sorted by length of the SMILES (smallest number first): 15 of the compounds above
RBX1-CUL1 inh | SMILES
8 | Cc1ccc(C)n1-c1cccc2cccnc12
4 | COC(=O)c1ccccc1SCCC(=O)c1ccccc1
0 | Cc1ccnn1CCC(=O)N1CCOC(CCc2ccccc2)C1 (configuration not stated)
-10 | O=C1CC(c2cccc(O)c2)c2cc3c(cc2N1)OCCO3 (configuration not stated)
8 | COc1cc(CNCCCn2ccnc2)ccc1OCC(O)CN1CCSCC1 (configuration not stated)
1 | Cc1cc(NC(=O)c2ccccc2Cl)ccc1NC(=O)c1ccccc1
1 | Cc1ccccc1C(=O)Nc1ccc2nc(N3CCCCC3)cc(C)c2c1
3 | Cc1c(Cl)cccc1-c1ccc(CNCCSc2nnnn2-c2ccccc2)o1
1 | O=C(CN1C(=O)NC(c2ccccc2)(c2ccccc2)C1=O)NCCNCCO
14 | COc1cc(C(=S)N2CCC(C)CC2)ccc1OC(=O)c1cccc2ccccc12
3 | O=C(CSc1nc2ccsc2c(=O)n1Cc1ccccc1Cl)NCc1ccc(Cl)cc1
-4 | COC(=O)c1c(NC(=O)COc2ccccc2)sc(C)c1-c1ccc(C)c(C)c1
-6 | COc1ccc(-c2cnc(C)o2)cc1S(=O)(=O)Nc1ccc(C)c(N(C)C)c1
2 | COC(=O)[C@]1(C)C[C@H](C(=O)N2CCCCO2)[C@H](c2ccccc2C)N1C
-4 | O=C(OCC1CCCO1)c1ccc2c(c1)N(Cc1c(F)cccc1Cl)C(=O)c1ccccc1S2(=O)=O (configuration not stated)

# More entries.
RBX1-CUL1 inh | SMILES
-3 | CSc1nnc(SCC(=O)Nc2ccc(Br)cc2)s1
-3 | CN1C(=O)C(S(=O)c2cc(Cl)c(Cl)cc2Cl)C(=O)c2ccccc21 (configuration not stated)
0 | COc1ccc(Cn2c(CCC(=O)Nc3ccc(C)c(C)c3)nc3cccnc32)cc1
3 | CCOC(=O)C1=C(C)OC(=N)C(C#N)C1c1ccc(OC)c(COc2ccc(Br)cc2Cl)c1 (configuration not stated)
-6 | COc1ccc(C2C(C)C(N3CCC(C(=O)Nc4ccc(F)cc4C)CC3)NS2(=O)=O)cc1 (configuration not stated)
-2 | Cc1c(NS(C)(=O)=O)cccc1C(=O)NC(C)c1ccccc1 (configuration not stated)
7 | N#Cc1c(N)n[nH]c1C/C(N)=N/O
2 | Cc1ccc(Cn2nc(C)c(N)c2C)cc1
8 | CCOC(=O)C(Cc1c[nH]c2ccccc12)NC(=O)COc1ccc(Cl)cc1 (configuration not stated)
6 | CC(C)c1ccc(NC(=O)CN2CCCCC2)cc1
4 | Cc1cccc(C(=O)NCc2nc(-c3ccccc3NC(=O)CC3CCCC3)oc2C)n1
9 | Cc1[nH]c(C2CC(=O)N(C(C)C)C2)nc1-c1ccccc1F (configuration not stated)
7 | CC(=O)Oc1nc(-c2ccccc2)c(-c2ccccc2)n1CCc1ccccc1
-15 | CCCCN(Cc1ccccc1)C(=O)CN(C)S(=O)(=O)c1ccc2c(c1)c(=O)n(C)c(=O)n2C
9 | CCc1ccccc1N1CC(c2nc3ccccc3n2CCC2CCCCC2)CC1=O (configuration not stated)
-5 | Cc1nc2n(n1)C(c1cc(F)cc(F)c1)C1=C(CCCC1=O)N2 (configuration not stated)
-8 | CCCOc1ccc(C2C3=C(CC(C)(C)CC3=O)N(CC(=O)O)C3=C2C(=O)CC(C)(C)C3)cc1OCC
3 | O=C(Nc1cccc(Cl)c1)C1CCC1
-2 | COc1ccc(CCNC(=O)c2ccc3c(c2)CCN3S(=O)(=O)c2ccc(Cl)cc2)cc1
-10 | COC(=O)CNC(=O)C(Cc1ccccc1)NS(=O)(=O)c1ccc2c(c1)c(=O)n(C)c(=O)n2C (configuration not stated)
1 | Cc1nc(-c2ccc(Cl)cc2)sc1CCNC(=O)C(=O)Nc1ccc2c(c1)OCCO2
2 | CC(=O)N1N=C(c2cccc3ccccc23)OC1c1cn(C(C)=O)c2ccccc12 (configuration not stated)
0 | Cc1cc(C)n(-c2nc3ccccc3nc2Nc2cc(Cl)ccc2C)n1
12 | COCCCn1c(CN2CCCC(CN3CCCC3=O)C2)cnc1S(C)(=O)=O (configuration not stated)
3 | Cc1cc(C(=O)N/N=C/C=C/c2ccco2)no1
6 | CCOC(=O)CSc1nnc(-c2oc3nc(-c4ccccc4)nc(C)c3c2N)o1
-2 | CC1=NC2=C(C(=O)CC(C)(C)C2)C(c2ccc(OCc3ccccc3)cc2)C1C#N (configuration not stated)
-7 | O=C(C1CC12CCC2)N1CCc2ccccc21 (configuration not stated)
9 | Cc1ncc(CN2CCCC(C(=O)Nc3cccc(-n4cccn4)c3)C2)cn1 (configuration not stated)
-3 | CCC(=O)N[C@@H]1c2ccccc2C2(CCN(C(=O)c3cccc(Cl)c3F)CC2)[C@H]1OCCOC
-5 | CN1CCN(CC(=O)Nc2ccccc2)CC1
-2 | Cc1ccc(C)c(N2CCN(Cc3csc(C)c3)CC2)c1
-1 | CC(NC(=O)c1ccco1)c1cccc2ccccc12 (configuration not stated)
-5 | O=C(N/N=C/c1cc2c(cc1[N+](=O)[O-])OCO2)c1cc2ccccc2cc1O
8 | Cc1cc([N+](=O)[O-])cc2c1N(C)C(=O)/C2=C1\SC(=Nc2ccccc2)N(c2ccccc2)C1=O
-2 | CC[C@H](C)[C@H](NC1CCN(c2ccc(C(=O)NCc3ccc4c(c3)OCO4)cc2)CC1)C(=O)OC
-3 | CC(=O)N1CCCc2cc(S(=O)(=O)N3CCCC(C(=O)N4CCN(c5cc(C)ccc5C)CC4)C3)ccc21 (configuration not stated)
-2 | CCOc1cc(CNC(=O)C(NS(=O)(=O)c2cccs2)C(C)C)cc(OCC)c1OCC (configuration not stated)
13 | Fc1ccc(-c2cnnc(NCCN3CCCCC3)n2)cc1
6 | COCC1CCCCN1Cc1nc(-c2ccc(OC)c(C)c2C)oc1C (configuration not stated)
-3 | COCc1noc(-c2ccc(N3CCCCC3CO)nc2)n1 (configuration not stated)
9 | COc1cccc2c1C(=O)c1c(O)c3c(c(O)c1C2=O)C[C@@](O)(C(=O)COC(C)=O)C[C@@H]3O
9 | Cc1ccc(OCC(=O)Nc2ccc3nn(-c4ccc(C)cc4)nc3c2)cc1
10 | CCC(CC)NCc1cccnc1Oc1ccccc1F
-7 | Nc1nc(CC23CC4CC(CC(C4)C2)C3)cs1
-2 | Cc1nn(-c2ccc(N3CCCC3)nn2)c(C)c1CCC(=O)NCc1ccccc1
5 | CCOC(=O)CSC1=NC(=N)C(C#N)C(c2ccccc2C)C1C#N (configuration not stated)
8 | COc1cccc(CCNC2CCN(c3ccc(C(=O)NC4CCCC4)cc3)CC2)c1
2 | O=C(NCc1ccco1)c1ccccc1NC(=O)C1CCCCC1C(=O)O (configuration not stated)

# Some of these compounds in order of the RBX1-CUL1 inh value, rising.
RBX1-CUL1 inh | SMILES
-7 | Nc1nc(CC23CC4CC(CC(C4)C2)C3)cs1
-2 | Cc1nn(-c2ccc(N3CCCC3)nn2)c(C)c1CCC(=O)NCc1ccccc1
9 | Cc1ccc(OCC(=O)Nc2ccc3nn(-c4ccc(C)cc4)nc3c2)cc1
